# High-throughput results from PubChem.
# USP1 inh = blocks the human USP1/UAF1 deubiquitinase complex; AID 743255; O94782; recombinant USP1/UAF1, Ub-Rhodamine cleavage fluorescence; Potency, µM (titrated, usually from 57.1 µM), for the others: at the top dose activity change, negative = inhibition, most hits filed as inhibitors; 390,000 tested, 0.23% active; also: potency is read from the fitted curve at half-maximal effect; % is scaled to controls: 0 for no effect and ±100 for the full control effect; nearly all actives have a fitted effect of over 60% in size; inactives centre near -12
#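 USP1/UAF1 complex (1 nM) preincubated 15 min at room temperature with compound, then Ub-Rho substrate (150 nM final) added. Kinetic fluorescence at 480/540 nm over 6 reads at 60 s intervals; 50 mM HEPES pH 7.8, 0.5 mM EDTA, 0.1 mg/ml BSA, 1 mM TCEP, 0.01% Tween-20.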
# GLS inh = glutaminase GLS (human) inhibition; O94925; GLS enzymatic activity, qHTS titration; Potency, µM (doses to about 45.5 µM), without a hit: top-dose activity change, negative = inhibition, hits mostly inhibitors; 410,000 tested, 0.21% active; AID 624170; also: potency is read from the fitted curve at half-maximal effect; % is scaled to controls: 0 for no effect and ±100 for the full control effect
#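 Assay buffer: 45 mM KH2PO4 pH 8.2, 0.02% Tween-20. hKGA acts on L-glutamine (1 mM solution added); product glutamate is reported by an oxidase/peroxidase Amplex Red coupling, with fluorescence taken at baseline and 30 min.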
# TrxR1 inh = rat TrxR1 inhibition | O89049 | recombinant rTrxR1, NADPH fluorescence consumption, selenite substrate | Potency, µM (highest dose often 114 µM), inactives show top-dose activity change, negative = inhibition, most hits filed as inhibitors | 390,000 tested, 1% active; also: potency is read from the fitted curve at half-maximal effect; % is scaled to controls: 0 for no effect and ±100 for the full control effect; nearly all actives have a fitted effect of over 65% in size
#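 Rat TrxR1 (90 nM in the dispensed reagent) was pre-reduced with 400 uM NADPH for 5 min at room temperature, then incubated with compound for 15 min. After 400 uM selenite was added, NADPH fluorescence (Ex 340/Em 450 nm) was followed for 8 min.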
# Pin1 inhibitor = blocks the human prolyl isomerase Pin1; 390,000 tested, 0.009% active; Q13526; AID 504891; Pin1 FP peptide displacement, HiFluor488, 10 min; Potency, µM (series often up to 115 µM), for inactives: at the top dose activity, negative = inhibition, actives largely listed as inhibitors; active = well fitted inhibition curve with a large enough effect in the polarisation, with a control signal flat, not every such curve was filed as active; inconclusive = small, poorly fitted or top-dose-only effect, or effect the other way, or a change in a side signal; inactive = no such curve, though single readings can be large or run the other way; the % refers to the polarisation; also: potency is read from the fitted curve at half-maximal effect; % is scaled to controls: 0 for no effect and ±100 for the full control effect
# Target sequence (Q13526 whole entry, looked up): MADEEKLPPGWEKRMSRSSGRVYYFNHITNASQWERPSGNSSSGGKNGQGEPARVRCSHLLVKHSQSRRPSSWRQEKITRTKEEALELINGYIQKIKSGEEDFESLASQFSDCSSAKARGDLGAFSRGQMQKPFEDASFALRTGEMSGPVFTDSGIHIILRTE
# TrxR1 substrate = rat thioredoxin reductase 1 substrate activity; 390,000 tested, 0.01% active; Potency, µM (titrated, usually from 114 µM), for the others: at the highest dose activity change, negative = substrate turnover; purified TrxR1 substrate turnover, NADPH consumption readout; also: potency is read from the fitted curve at half-maximal effect; % is scaled to controls: 0 for no effect and ±100 for the full control effect; nearly all actives have a fitted effect of over 50% in size
#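 Rat TrxR1, dispensed at 90 nM, was prereduced with 400 uM NADPH (final) for 5 min at ~22 deg C, then incubated with compound 15 min before 400 uM selenite. A first-read NADPH fluorescence drop versus no-compound background flagged substrates.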
# PGK inhibitor = T. brucei PGK inhibition | 380,000 tested, 0.043% active | PGK/GAPDH coupled, Kinase-Glo luminescence, 60 min | Potency, µM (titrated, usually from 57.5 µM), for inactives: at the top dose activity change, negative = inhibition, most hits filed as inhibitors | AID 602233 | P07378; also: potency is read from the fitted curve at half-maximal effect; % is scaled to controls: 0 for no effect and ±100 for the full control effect; nearly all actives have a fitted effect of over 60% in size
#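 Luminescent ATP detection (Kinase-Glo Plus) follows a 60-minute room-temperature incubation, with wells lacking PGK as controls. Buffer: 100 mM TEA (pH 7.6), 5 mM MgCl2, 0.01% Tween-20. Coupling enzyme GAPDH (100 nM final) supplies unstable 1,3-BPG in-well.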
# PI4K2A block = PI4K2A (human) kinase inhibition; Q9BTU6; purified PI4K2A, ADP-Glo luminescence, 1 h; hits give low values; activity change, negative = inhibition, % at 76.9 µM; 420,000 tested, 0.13% active; AID 1346378; in the data active = activity change below about -50%; inconclusive = mostly about -30% to -49%;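 also: -100% = wells without enzyme as full effect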
# Target sequence (Q9BTU6 whole entry, looked up): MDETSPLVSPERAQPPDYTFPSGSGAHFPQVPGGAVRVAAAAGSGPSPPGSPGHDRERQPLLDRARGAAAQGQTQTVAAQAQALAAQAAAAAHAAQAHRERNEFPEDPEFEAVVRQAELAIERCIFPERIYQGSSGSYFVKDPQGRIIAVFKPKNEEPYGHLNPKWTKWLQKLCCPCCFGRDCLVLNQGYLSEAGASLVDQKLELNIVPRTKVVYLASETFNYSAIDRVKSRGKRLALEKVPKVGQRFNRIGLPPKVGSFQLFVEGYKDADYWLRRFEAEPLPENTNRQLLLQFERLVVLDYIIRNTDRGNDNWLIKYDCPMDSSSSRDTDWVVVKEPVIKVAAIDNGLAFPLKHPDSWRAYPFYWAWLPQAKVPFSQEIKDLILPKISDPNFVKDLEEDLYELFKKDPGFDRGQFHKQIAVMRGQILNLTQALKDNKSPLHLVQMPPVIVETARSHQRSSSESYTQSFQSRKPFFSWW
#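 PI4K2A activity was measured by ADP-Glo luminescence: enzyme (4 ug/mL stock) and phosphatidylinositol (1.2 mM stock) in Tris pH 7.5/MgCl2/EGTA/Triton X-100 buffer were reacted with ATP (300 microM stock) for one hour at ambient temperature.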
# HP1b binding inh = HP1-beta chromodomain-methylated histone interaction inhibition | AlphaScreen HP1-beta / biotin-H3K9me3 peptide binding | Potency, µM (top dose mostly 114 µM), inactives show at the top dose activity change, negative = inhibition, hits mostly inhibitors | 390,000 tested, 0.56% active; also: potency is read from the fitted curve at half-maximal effect; nearly all actives have a fitted effect of over 70% in size; inactives centre near 23
#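 HP1-beta protein (50 nM final) preincubated 30 min at room temperature with biotinylated H3(1-18)K9me3 peptide (50 nM) in PBS pH 7.4, 0.01% Tween-20, then compound added for 30 min. AlphaScreen streptavidin donor/nickel chelate acceptor beads (10 ug/mL final), 30 min dark, luminescence read.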
# mIDH1 inhibitor = blocks human mutant IDH1 R132H enzyme. IDH1-R132H enzyme, NADPH consumption, diaphorase/resazurin fluorescence. 390,000 tested, 0.093% active. O75874. AID 602179. Potency, µM (top dose mostly 76.6 µM), without a hit: at the highest dose activity change, negative = inhibition, actives largely listed as inhibitors; also: potency is read from the fitted curve at half-maximal effect; % is scaled to controls: 0 for no effect and ±100 for the full control effect; nearly all actives have a fitted effect of over 65% in size
# Target sequence (O75874 whole entry R132H, stated change not applied): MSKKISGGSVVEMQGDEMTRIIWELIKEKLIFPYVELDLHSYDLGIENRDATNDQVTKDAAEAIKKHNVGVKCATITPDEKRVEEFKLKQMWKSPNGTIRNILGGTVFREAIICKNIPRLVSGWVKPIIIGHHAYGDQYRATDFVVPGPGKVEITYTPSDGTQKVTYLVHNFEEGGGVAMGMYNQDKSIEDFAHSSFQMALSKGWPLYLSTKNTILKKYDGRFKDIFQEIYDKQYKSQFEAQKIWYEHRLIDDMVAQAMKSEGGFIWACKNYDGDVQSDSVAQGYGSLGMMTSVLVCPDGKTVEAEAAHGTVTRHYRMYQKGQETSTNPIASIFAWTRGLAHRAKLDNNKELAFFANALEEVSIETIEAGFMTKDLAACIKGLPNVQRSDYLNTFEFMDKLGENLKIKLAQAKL
#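 IDH1-R132H (0.5 ug/mL dispensed) in pH 7.5 Tris buffer was preincubated 30 min with compound, then given a substrate mix of 0.016 mM NADPH and 2 mM alpha-KG for 80 min at room temperature; remaining NADPH was read by diaphorase/resazurin fluorescence.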
# An asterisk follows results filed as active; i = inactive; ? = inconclusive; [ ] = another dose, or the depositor's remark. Unless noted, calls follow the shape of the dose curve; as a rule, active = well fitted curve in the direction sought with a large enough effect; inconclusive = small, poorly fitted or top-dose-only effect, or another doubt; inactive = no such curve, though single readings can be large; an effect the other way counts as inactive or inconclusive.
SMILES,USP1 inh,GLS inh,TrxR1 inh,Pin1 inhibitor,TrxR1 substrate,PGK inhibitor,PI4K2A block,HP1b binding inh,mIDH1 inhibitor
O=C(C1=COCCO1)N(Cc1nnc(-c2ccc(Cl)cc2)o1)C1CC1,-15%,-1%,4%[57.1 µM],2%,4%[57.1 µM],i,0,64%[activator],7%
Fc1ccc(CSc2ncnc3scc(-c4ccccc4)c23)cc1,-24%,4%,-11%,12%,-7%,8%,-5,129%[activator],-5%
COc1ccccc1N(CC(=O)NC1CCCC1)C(=O)c1csnn1,0%,-10%,1%,2%,-3%,2%,4,25%,2%
COc1ccc(N2CCN(C(c3ccc4ncccc4c3)c3nnnn3C(C)C)CC2)cc1 (centres undefined),-15%,20%,8%,-7%,-4%,-6%,0,14%,-4%
O=S(=O)(Nc1ccc2c(c1)OCO2)c1ccc(Cl)cc1F,-22%,14%,19%,-8%,1%,-10%,-18,9%,19%
CC1CC(N(C(=O)c2ccco2)c2ccccc2)c2ccccc2N1C(=O)c1ccco1 (centres undefined),-4%,14%,2%,0%,2%,i,3,-9%,?
COC(=O)c1cc(OC)c(OC)cc1NC(=O)c1c(-c2ccccc2)noc1C,-19%,-5%,31%,-1%,11%,-10%,-1,20%,-2%
C/C(=N\NC(=O)c1ccncc1)c1cc2ccccc2oc1=O,-15%,24%,?,2%,-9%,-2%,-4,40%,-2%
O=C(Nc1ccccc1)C(Cl)C(=O)c1ccccc1 (centres undefined),-20%,-4%,-9%,0%,-2%,-4%,-20,-10%,-9%
NS(=O)(=O)c1ccc(CNC(=O)NC23CC4CC(CC(C4)C2)C3)cc1,3%,3%,19%,-7%,7%,i,0,36%,2%
CCOC(=O)c1cnn(-c2ncnc3sc4c(c23)CCC4)c1N,-13%,-1%,10%,9%,7%,-4%,0,15%,-1%
CCOc1ccc(C(=O)N(Cc2ccc(C(C)C)cc2)Cc2ccco2)cc1,-10%,0%,39%[activator],3%,-5%,3%,0,55%[activator],-12%
COCCNC(=O)c1ccc2c(c1)N(Cc1c(F)cccc1Cl)C(=O)c1ccccc1S2,?,-8%,15%,50%[activator],1%,7%,-3,18%,-13%
CC(O)C(NS(=O)(=O)c1ccc(Cl)cc1)C(=O)OCC(=O)Nc1cccnc1Cl (centres undefined),6%,4%,6%[57.1 µM],1%,4%[57.1 µM],-5%,3,34%,8%
O=C(Cc1cccc(NC(=O)C2CCN(C(=O)C3CCCCC3)CC2)c1)Nc1cccc(C(=O)N2CCCCC2)c1,-6%,2%,-2%,-4%,-7%,-5%,0,34%[activator],4%[38.3 µM]
Cc1oc2c(c1C(=O)Nc1cccc(C(=O)O)c1)CCCC2,-9%,-11%,4%,-15%,5%,-1%[11.5 µM],0,-5%,-6%
CCc1ccc(-n2nc3cc(C)c(NC(=O)c4ccccc4C)cc3n2)cc1,-3%,-7%,22%,8%,25%,-6%,-13,8%,24%
COc1ccc2[nH]c3c(c2c1)CCN1C(=O)C(CC(=O)NCc2ccc(OC)c(OC)c2)C[C@H](C(=O)N2CCOCC2)[C@@]31C (some centres undefined),-30%,3%,-6%,-2%,1%,-4%,-2,31%,7%
COc1ccc(C/C(N)=N/n2cnnc2)cc1Cl,10%,12%,15%[57.1 µM],3%,12%[57.1 µM],-5%,-1,25%,-1%
CCCCn1c(N)c(N(CC(C)C)C(=O)C2CCN(S(=O)(=O)c3ccc(OCC)cc3)CC2)c(=O)[nH]c1=O,-1%,12%,34%,5%,7%,-8%,-6,18%,2%
CC(C)(C)OC(=O)CNC(=O)c1nc[nH]c1C(=O)N1CCN(c2ccccc2)CC1,-23%,24%,19%,-1%,3%,-7%,-3,24%,2%
COc1ccc(C2=NOC(Cn3nc(C(=O)NCc4ccc5c(c4)OCO5)cc3-c3ccccc3)C2)cc1 (centres undefined),-17%,5%,17%,7%,3%,0%,0,11%,-3%
CCN(CC)C(=O)Cn1cc(S(=O)(=O)CC(=O)N2CCCCCC2)c2ccccc21,-12%,1%,3%,-5%,-2%,-5%,3,23%,-4%
O=C(NC1(C(F)(F)F)C(=O)Nc2c1c(=O)[nH]c(=O)n2-c1ccccc1)c1ccncc1 (centres undefined),-3%,-7%,-20%,1%,-9%,-5%,4,25%,0%
O=C(Cc1c(F)cccc1Cl)Nc1ccc(S(=O)(=O)Nc2nccs2)cc1,-17%,1%,14%[57.1 µM],-3%,5%[57.1 µM],6%,-22,?,-4%
Cc1cc(OCc2ccc(C(=O)n3cccn3)o2)ccc1Cl,-17%,-3%,8%,39%[activator],2%,i,1,26%,1%
Cc1ccc(C(=O)Nc2nc3ccc(S(C)(=O)=O)cc3s2)o1,-1%,11%,-9%,-9%,-2%,-5%,-17,29%,8%
COc1cccc(C(=O)Nc2ccc(F)cc2F)c1,-6%,9%,7%,2%,8%,i,-22,68%[activator],5%
c1ccc(OCc2noc(CN3CCC(C4CCCCC4)C3)n2)cc1 (centres undefined),-11%,1%,16%,1%,-4%,i,0,24%,17%
Cc1onc(-c2ccccc2Cl)c1C(=O)NCc1ccc(F)cc1,-13%,-10%,8%,-9%,-6%,-7%,4,54%[activator],8%
CC(NC(=O)Cc1ccccc1)C(=O)O (centres undefined),-17%,-10%,28%,-2%,8%,i,4,36%,-3%
CC(C)(C)NC(=O)NC(=O)Cn1ccsc1=N,-17%,2%,-7%,-2%,-6%,i,-2,41%[activator],3%
CCOc1ccc(S(=O)(=O)N2CCN(C(=O)COc3ccc(Br)cc3)CC2)cc1,-6%,2%,12%,?,-3%,7%,1,34%,8%
CCc1sc(NC(=O)CCC(=O)O)nc1-c1cc2ccccc2oc1=O,-3%,12%,-4%,3%,-7%,i,-6,44%[activator],-9%
CCOc1ccc(-c2cc(C(=O)NCc3ccccc3Cl)c3ccccc3n2)cc1,-5%,-16%,21%[57.1 µM],9%,21%[57.1 µM],0%,-3,24%,-3%
Cc1ccc(NC(=O)CN(C)C(=O)Cc2ccccc2F)cc1,-15%,2%,2%,1%,0%,2%,3,-2%,0%
O=C1CN(C(=O)CSc2nncn2-c2ccccc2)c2ccccc2N1,-12%,-3%,20%,-6%,13%,2%,0,28%,-3%
O=C(CN1CCN(c2ccc([N+](=O)[O-])cc2)CC1)c1ccccc1,-24%,2%,?,-3%,9%[57.1 µM],-10%,14,-4%,6%
O=c1oc2ccc(Br)cc2cc1S(=O)(=O)c1ccc(F)cc1,-4%,-1%,?,-7%,-5%,0%,-7,7%,0%
O=C1CCN(CCc2ccccc2)CCN1[C@H](CSc1ccccc1)c1ccccc1,-30%,0%,-18%[57.1 µM],4%,2%[57.1 µM],-8%,-63*,6%,0%
COc1ccc(OC)c(NC(=O)c2c(NCc3cccs3)sc3c2CCCCC3)c1,-12%,-20%,?,36%[activator],0%[57.1 µM],-2%,-5,-1%,9%

# Record cards (already shown). Order of screens: USP1 inh | GLS inh | TrxR1 inh | Pin1 inhibitor | TrxR1 substrate | PGK inhibitor | PI4K2A block | HP1b binding inh | mIDH1 inhibitor
# Results for CC(NC(=O)Cc1ccccc1)C(=O)O (centres undefined) : -17% | -10% | 28% | -2% | 8% | i | 4 | 36% | -3%
# Results for CCc1sc(NC(=O)CCC(=O)O)nc1-c1cc2ccccc2oc1=O : -3% | 12% | -4% | 3% | -7% | i | -6 | 44%[activator] | -9%
# Results for COc1ccc(OC)c(NC(=O)c2c(NCc3cccs3)sc3c2CCCCC3)c1 : -12% | -20% | ? | 36%[activator] | 0%[57.1 µM] | -2% | -5 | -1% | 9%

# Reprinted at random: five records from the list.
SMILES,USP1 inh,GLS inh,TrxR1 inh,Pin1 inhibitor,TrxR1 substrate,PGK inhibitor,PI4K2A block,HP1b binding inh,mIDH1 inhibitor
COc1ccc(OC)c(NC(=O)c2c(NCc3cccs3)sc3c2CCCCC3)c1,-12%,-20%,?,36%[activator],0%[57.1 µM],-2%,-5,-1%,9%
O=C(CN1CCN(c2ccc([N+](=O)[O-])cc2)CC1)c1ccccc1,-24%,2%,?,-3%,9%[57.1 µM],-10%,14,-4%,6%
CCOc1ccc(-c2cc(C(=O)NCc3ccccc3Cl)c3ccccc3n2)cc1,-5%,-16%,21%[57.1 µM],9%,21%[57.1 µM],0%,-3,24%,-3%
O=C1CN(C(=O)CSc2nncn2-c2ccccc2)c2ccccc2N1,-12%,-3%,20%,-6%,13%,2%,0,28%,-3%
O=C1CCN(CCc2ccccc2)CCN1[C@H](CSc1ccccc1)c1ccccc1,-30%,0%,-18%[57.1 µM],4%,2%[57.1 µM],-8%,-63*,6%,0%

# Not all compounds are listed, so the mix of outcomes need not match the whole.
